# From PubChem
# Mtb BioA inh: inhibitors of Mycobacterium tuberculosis BioA enzyme | AID 602481 | 360,000 compounds, 0.096% hits | purified M. tuberculosis BioA enzyme, plate reader | inhibition, % at 9.99 µM; in the data active means inhibition above about 40%
# Numbers without * were called inactive; & = joins results of further samples.
SMILES,Mtb BioA inh
O=C(NCC[C@H]1CC[C@H](NS(=O)(=O)c2ccccc2)[C@H](CO)O1)c1ccccc1F,3.0
CO[C@@H]1CN(C)C(=O)c2cc(NC(=O)c3nc4ccccc4s3)ccc2OC[C@@H](C)N(Cc2ccccc2)C[C@H]1C,-0.9
CO[C@H]1CC[C@@H]2CCOc3c(C#N)cccc3C(=O)N(C)C[C@@H](C)C(=O)N(C)C[C@@H]1O2,0.2
CN1C(=O)c2cc(NC(=O)c3cccc(F)c3)ccc2OC[C@@H]2O[C@H](CC(=O)NC3CCC3)CC[C@@H]21,2.1&4.4
C[C@H](CO)N1C[C@H](C)[C@@H](CN(C)C)Oc2ccc(NC(=O)Cc3cn(C)c4ccccc34)cc2C1=O,-2.5
CNC(=O)C[C@@H]1CC[C@@H]2[C@H](COc3ccc(NS(=O)(=O)c4ccc(F)cc4)cc3C(=O)N2C)O1,-0.5
CN(C)C(=O)c1ccc(-c2ccc3c(c2)[C@H]2[C@H](CCN2S(=O)(=O)c2ccccc2)[C@@H](CO)N3)cc1,-3.1
C[C@H]1CN([C@@H](C)CO)C(=O)c2cccc(NC(=O)C3CCOCC3)c2O[C@H]1CN(C)Cc1ccc(Cl)c(Cl)c1,0.7
CC(C)CC#Cc1cnc2c(c1)C(=O)N([C@@H](C)CO)C[C@@H](C)[C@@H](CN(C)S(=O)(=O)c1cccs1)O2,-3.2
C[C@@H]1CN([C@@H](C)CO)C(=O)c2cc(NC(=O)Nc3ccccc3)ccc2O[C@H]1CN(C)CC1CCCCC1,2.7
C[C@H](CO)N1C[C@H](C)[C@@H](CN(C)S(C)(=O)=O)Oc2ncc(C#CC3CC3)cc2C1=O,1.0
CC(C)[C@@H](C)NC(=O)N(C)C[C@@H]1OCc2ccccc2-c2c(n(C)c3ccccc23)C(=O)N([C@@H](C)CO)C[C@@H]1C,-0.2
CNC[C@H]1Oc2cc(C#Cc3cccc(F)c3)ccc2S(=O)(=O)N([C@H](C)CO)C[C@@H]1C,3.0
CO[C@H]1CN(C)C(=O)c2cc(NC(=O)C3CCOCC3)ccc2OC[C@H](C)N(C)C[C@@H]1C,-0.7
CO[C@@H]1CN(C)C(=O)c2cc(NC(C)=O)ccc2OC[C@H](C)N(Cc2ccccn2)C[C@@H]1C,-3.1
CNC[C@H]1OCCCC[C@@H](C)Oc2ccc(NC(=O)Nc3ccc(C(F)(F)F)cc3)cc2C(=O)N([C@H](C)CO)C[C@@H]1C,1.6
C[C@@H]1CN([C@@H](C)CO)C(=O)c2cc(NC(=O)c3ccncc3)ccc2O[C@@H](C)CCCCO[C@H]1CN(C)C(=O)Nc1ccccc1,-1.6
CC(C)NC(=O)Nc1cccc2c1O[C@@H](CN(C)Cc1ccc(C(F)(F)F)cc1)[C@@H](C)CN([C@H](C)CO)C2=O,-0.9
O=C(O)C[C@@H]1C[C@H]2c3cc(NC(=O)C4CCOCC4)ccc3O[C@H]2[C@H](CO)O1,-0.1
CN1CCN(C(=O)C[C@@H]2CC[C@@H](NC(=O)Nc3ccccc3F)[C@@H](CO)O2)CC1,-1.0
CC=Cc1ccc2n(c1=O)C[C@H]1[C@H](CO)[C@@H](C(=O)NCC)[C@@H]2N1Cc1cccc(Cl)c1 (mixture of isomers),-1.4
Cc1cccc(S(=O)(=O)N2CC[C@H]3[C@@H](CO)N(C)c4ccc(-c5ccc(C#N)cc5)cc4[C@H]32)c1,0.1
C[C@H](CO)N1C[C@H](C)[C@H](CN(C)Cc2ccc(-c3ccccc3)cc2)Oc2c(NC(=O)Nc3ccc(C(F)(F)F)cc3)cccc2C1=O,-0.7
Cn1cnc(CCNC(=O)C[C@@H]2CC[C@H]3[C@@H](COC[C@@H](O)CN3C(=O)Nc3ccccc3)O2)c1,-1.6
Cc1noc(C)c1S(=O)(=O)Nc1ccc2c(c1)C(=O)N([C@@H](C)CO)C[C@@H](C)[C@H](CN(C)C(=O)C1CCCCC1)OCCCC[C@H](C)O2,-0.9

# Gathered by group: the compounds so far with a cyano group (two)
SMILES,Mtb BioA inh
CO[C@H]1CC[C@@H]2CCOc3c(C#N)cccc3C(=O)N(C)C[C@@H](C)C(=O)N(C)C[C@@H]1O2,0.2
Cc1cccc(S(=O)(=O)N2CC[C@H]3[C@@H](CO)N(C)c4ccc(-c5ccc(C#N)cc5)cc4[C@H]32)c1,0.1

# Look-ups from the entries so far:
# Mtb BioA inh, CN(C)C(=O)c1ccc(-c2ccc3c(c2)[C@H]2[C@H](CCN2S(=O)(=O)c2ccccc2)[C@@H](CO)N3)cc1 = -3.1
# Mtb BioA inh, CN1CCN(C(=O)C[C@@H]2CC[C@@H](NC(=O)Nc3ccccc3F)[C@@H](CO)O2)CC1 = -1.0
# Mtb BioA inh, CC(C)[C@@H](C)NC(=O)N(C)C[C@@H]1OCc2ccccc2-c2c(n(C)c3ccccc23)C(=O)N([C@@H](C)CO)C[C@@H]1C = -0.2
# Mtb BioA inh, C[C@H](CO)N1C[C@H](C)[C@@H](CN(C)S(C)(=O)=O)Oc2ncc(C#CC3CC3)cc2C1=O = 1.0
# Mtb BioA inh, CC=Cc1ccc2n(c1=O)C[C@H]1[C@H](CO)[C@@H](C(=O)NCC)[C@@H]2N1Cc1cccc(Cl)c1 (mixture of isomers) = -1.4
# Mtb BioA inh, CNC[C@H]1Oc2cc(C#Cc3cccc(F)c3)ccc2S(=O)(=O)N([C@H](C)CO)C[C@@H]1C = 3.0

# Next section:
SMILES,Mtb BioA inh
COc1cccc(-c2ccc3c(c2)[C@@H]2[C@@H](CCN2C(=O)C2CCOCC2)[C@@H](CO)N3)c1,0.4
O=C(NCCN1CCCCC1)[C@H]1N[C@H]2c3ccc(-c4ccncc4)c(=O)n3C[C@H]2[C@@H]1CO,1.3
CN1C(=O)c2cc(NS(=O)(=O)c3ccc(Cl)cc3)ccc2OC[C@@H]2O[C@@H](CC(=O)O)CC[C@H]21,1.6
O=C(C[C@H]1CC[C@H]2[C@@H](COC[C@H](O)CN2S(=O)(=O)c2ccc(Cl)cc2)O1)N[C@H]1CCN(Cc2ccccc2)C1,-1.0
Cc1cc(C(=O)Nc2cccc3c2O[C@H](CN(C)Cc2ccncc2)[C@H](C)CN([C@H](C)CO)C3=O)n(C)n1,-1.2
C[C@@H]1CCCCO[C@H](CN(C)Cc2ccc(C(=O)O)cc2)[C@H](C)CN([C@H](C)CO)C(=O)c2cc(NC(=O)Nc3ccc4c(c3)OCO4)ccc2O1,0.1
CCCN1C[C@@H](C)[C@@H](OC)CN(C)C(=O)c2cc(NC(=O)C3CCOCC3)ccc2OC[C@H]1C,-2.2
CCCNC(=O)Nc1ccc2c(c1)C(=O)N(C)C[C@H](OC)[C@@H](C)CN(C(=O)C1CC1)[C@@H](C)CO2,0.7
C[C@@H]1CCCCO[C@@H](CN(C)Cc2ccncc2)[C@H](C)CN([C@H](C)CO)C(=O)c2cc(NC(=O)Cc3ccccc3)ccc2O1,-0.5
CC(C)NC(=O)N(C)C[C@H]1Oc2ccc(NC(=O)C3CC3)cc2CC(=O)N([C@H](C)CO)C[C@H]1C,-2.0
CO[C@H]1CN(C)C(=O)c2cc(NC(=O)NC3CCCCC3)ccc2OC[C@@H](C)N(CC2CC2)C[C@@H]1C,3.0
C[C@H](CO)N1C[C@H](C)[C@H](CN(C)C(=O)Nc2ccc(C(F)(F)F)cc2)Oc2ccc(NS(=O)(=O)c3cccs3)cc2C1=O,0.8
C[C@@H]1CN([C@@H](C)CO)C(=O)c2cc(NC(=O)c3ccccc3)ccc2O[C@@H](C)CCCCO[C@@H]1CN(C)C(=O)CCC(F)(F)F,-0.8
C[C@@H]1CN([C@H](C)CO)C(=O)Cc2cc(NC(=O)CCN3CCOCC3)ccc2O[C@H]1CN(C)CC1CC1,0.4
Cc1ccc(S(=O)(=O)N2C[C@H](O)COC[C@@H]3O[C@@H](CC(=O)NCc4ccc(Cl)c(Cl)c4)CC[C@H]32)cc1,0.5
O=C(Cc1ccccn1)N1CC[C@@H]2[C@H]1c1cc(-c3cccc(F)c3)ccc1N[C@@H]2CO,3.0
C[C@@H]1CN([C@H](C)CO)C(=O)c2cc(NS(=O)(=O)c3ccc(F)cc3)ccc2O[C@H]1CN(C)Cc1ccc(-c2ccccc2)cc1,-0.8
C[C@H]1CCCCO[C@@H](CN(C)C(=O)C2CCCCC2)[C@@H](C)CN([C@@H](C)CO)C(=O)c2cc(NC(=O)c3ccccc3)ccc2O1,-3.3
COc1ccc(CN(C)C[C@H]2OCCCC[C@H](C)Oc3ccc(NC(=O)Nc4ccc5c(c4)OCO5)cc3C(=O)N([C@H](C)CO)C[C@H]2C)cc1,-0.5
CO[C@@H]1CN(C)C(=O)c2cc(NC(=O)Nc3ccc(Cl)cc3)ccc2OC[C@@H](C)N(C(=O)Nc2c(C)noc2C)C[C@@H]1C,-0.4
COC(=O)[C@H]1[C@H](CO)[C@H]2Cn3c(ccc(-c4cncnc4)c3=O)[C@@H]1N2S(=O)(=O)c1ccccc1C,-1.6
CCCC(O)C#Cc1cnc2c(c1)C(=O)N([C@H](C)CO)C[C@H](C)[C@H](CN(C)Cc1ccncc1)O2 (some centres not stated),-2.4
CO[C@@H]1CN(C)C(=O)c2cc(NC(=O)c3cc(C)on3)ccc2OC[C@@H](C)N(C(=O)C2CCC2)C[C@H]1C,4.0
C[C@@H]1CN([C@@H](C)CO)C(=O)c2cc(-c3ccc(C(=O)N(C)C)cc3)cnc2O[C@@H]1CN(C)C(=O)CN(C)C,2.9
C[C@@H]1CN([C@H](C)CO)C(=O)c2cc(NC(=O)CCCN(C)C)ccc2O[C@H]1CN(C)C(=O)NC1CCCCC1,0.2

# (listing goes on)
SMILES,Mtb BioA inh
CCCNC(=O)C[C@@H]1CC[C@@H]2[C@H](COC[C@@H](O)CN2C(=O)c2ccc(F)cc2)O1,-2.7
O=C(NCc1ccccc1)[C@@H]1N[C@@H]2c3ccc(-c4ccccc4)c(=O)n3C[C@@H]2[C@H]1CO,-0.8
O=C(C[C@@H]1C=C[C@@H](NC(=O)Nc2cc(F)ccc2F)[C@@H](CO)O1)NCc1ccncn1,6.0
CCNC[C@H]1[C@@H](c2ccccc2)[C@@H](CO)N1C(=O)Cc1ccccn1,-2.8
COC(=O)[C@@H]1[C@@H](CO)[C@@H]2Cn3c(ccc(-c4ccc(F)cc4)c3=O)[C@@H]2N1C,-1.0
CNC[C@@H]1OCCCC[C@H](C)Oc2ccc(NC(=O)Nc3ccccc3)cc2C(=O)N([C@@H](C)CO)C[C@@H]1C,-0.6
CC(C)NC(=O)N[C@H]1CC[C@@H](CCNS(=O)(=O)Cc2ccccc2)O[C@@H]1CO,4.4
Cc1ccc(S(=O)(=O)N[C@@H]2C=C[C@@H](CC(=O)N3CCN(c4ccccc4)CC3)O[C@H]2CO)cc1,-1.5
C[C@@H]1CCCCO[C@@H](CN(C)C(=O)c2ccccc2)[C@H](C)CN([C@@H](C)CO)C(=O)c2cc(NC(=O)Nc3ccc(F)cc3)ccc2O1,-5.4
Cc1noc(C)c1NC(=O)Nc1ccc2c(c1)C(=O)N(C)[C@@H]1CC[C@H](CC(=O)NCc3ccc(Cl)cc3)O[C@@H]1CO2,3.5
Cc1cccc(S(=O)(=O)N2C[C@@H](O)COC[C@@H]3O[C@H](CC(=O)NCc4ccc5c(c4)OCO5)CC[C@H]32)c1,-0.7
CN1C(=O)c2cc(NS(C)(=O)=O)ccc2OC[C@H]2O[C@@H](CC(=O)N3CCOCC3)CC[C@H]21,0.5
CCCNC(=O)N1C[C@@H]2[C@H](c3ccccc31)[C@H](CO)N2C(=O)CN1CCOCC1,-0.7
C[C@@H]1CN([C@@H](C)CO)C(=O)c2cc(NC(=O)C3CC3)ccc2O[C@@H]1CN(C)Cc1ccc(C(=O)Nc2ccccc2N)cc1,-0.9
CCCN(C)C[C@@H]1Oc2ncc(-c3cccc(OC)c3)cc2C(=O)N([C@H](C)CO)C[C@@H]1C,-0.8
CN(C)C(=O)C[C@@H]1CC[C@H](NC(=O)NC2CCCC2)[C@H](CO)O1,-4.1
COc1cccc(NC(=O)N(C)C[C@@H]2Oc3ncc(C#Cc4ccc(F)cc4)cc3C(=O)N([C@@H](C)CO)C[C@@H]2C)c1,-2.2
CN(C)C(=O)c1ccc(-c2ccc([C@@H]3[C@@H](CO)N4CCCCN(CC5CC5)C[C@H]34)cc2)cc1,-1.3
O=C(C[C@H]1CC[C@@H](NC(=O)c2ccncc2)[C@@H](CO)O1)Nc1ccccc1,-0.4
Cc1noc(C)c1NC(=O)Nc1cccc2c1O[C@@H](CN(C)S(=O)(=O)c1cn(C)cn1)[C@H](C)CN([C@@H](C)CO)C2=O,-0.3
Cc1noc(C)c1S(=O)(=O)Nc1cccc2c1O[C@@H](CN(C)Cc1ccccc1)[C@@H](C)CN([C@H](C)CO)C2=O,-1.6
C[C@H]1CN([C@@H](C)CO)C(=O)c2cc(-c3cccc(F)c3)cnc2O[C@@H]1CN(C)Cc1ccccn1,6.9
C=CCNC(=O)[C@@H]1[C@H]2C(=O)O[C@H](c3ccccc3)[C@H](c3ccccc3)N2[C@H](c2ccccc2OCCO)[C@@]12C(=O)N(C(=O)OCCOC)c1ccc(C#CCC(C(=O)OC)C(=O)OC)cc12,-0.9
C[C@@H]1CN([C@H](C)CO)C(=O)c2ccccc2-c2ccccc2CO[C@H]1CN(C)C(=O)NC1CCCCC1,0.9
O=S(=O)(c1ccc(F)cc1)N1CCCCN2[C@@H](CO)[C@H](c3ccc(-c4ccccc4)cc3)[C@@H]2C1,0.0
C[C@@H]1CN([C@H](C)CO)C(=O)c2cc(NS(=O)(=O)c3ccc(F)cc3)ccc2O[C@H]1CN(C)Cc1ccccc1,-0.1
COc1ccc(NC(=O)Nc2ccc3c(c2)C(=O)N([C@H](C)CO)C[C@@H](C)[C@H](CN(C)S(=O)(=O)c2ccc(F)cc2)O3)cc1,1.4
O=C(NCC[C@H]1CC[C@@H](NC(=O)c2ccccc2F)[C@H](CO)O1)c1ccc2c(c1)OCO2,-0.7
Cc1cccc(-c2ccc([C@H]3[C@H]4CN(S(=O)(=O)c5cn(C)cn5)CCCCN4[C@H]3CO)cc2)c1,-3.2
Cc1noc(C)c1NC(=O)Nc1cccc2c1O[C@@H](CN(C)CC1CC1)[C@H](C)CN([C@H](C)CO)C2=O,-0.9

# Given with tabs: part of the list above
SMILES	Mtb BioA inh
CNC[C@@H]1OCCCC[C@H](C)Oc2ccc(NC(=O)Nc3ccccc3)cc2C(=O)N([C@@H](C)CO)C[C@@H]1C	-0.6
CC(C)NC(=O)N[C@H]1CC[C@@H](CCNS(=O)(=O)Cc2ccccc2)O[C@@H]1CO	4.4
Cc1ccc(S(=O)(=O)N[C@@H]2C=C[C@@H](CC(=O)N3CCN(c4ccccc4)CC3)O[C@H]2CO)cc1	-1.5

# Some of the compounds tested; the hit share may differ from the screen's.
